Rab7 wt GTP bind: dog Rab7 wildtype GTP binding, inhibitors and activators; 190,000 compounds, 0.055% hits; GTP binding activity (percent of control), % at 10 µM; GST-Rab7 beads, fluorescent GTP binding, flow cytometry; actives lie on both sides; untreated = 100%, excess cold GTP = 0%; AID 758;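 active means fluorescent GTP binding to Rab7 beads changed by at least 20 points from the 100% baseline, either direction, mostly lower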;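 further: median green fluorescence of bound Bodipy-FL-GTP per Rab7 bead population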
ABCG2 inh: inhibitors of human ABCG2 transporter, ABCB1 counter-screen. IgMXP3 cells, JC-1 efflux, flow cytometry. Q9UNQ0. 190,000 compounds, 0.1% hits. inhibition, % at 6.6 µM;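 active means inhibition above 80%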;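 further: 0% = DMSO and 100% = nicardipine control wells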
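Test system: IgMXP3 (ABCG2) plus far-red-tagged CCRF-Adr (ABCB1) cells / Amount: 3 million cells/mL in well / Reagent: JC-1 transporter substrate / Timing: 10 min compound exposure, 25 °C / Signal: flow cytometry, 530 nm JC-1 signal / Read-out: percent efflux inhibition, scaled nicardipine 100% to DMSO 0% / Benchmarks: nicardipine as high control, DMSO as low control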
Rac1 wt modul: human Rac1 wildtype GTP binding, inhibitors and activators | GTP binding activity (% of control), % at 10 µM | 190,000 compounds, 0.27% hits | P63000 | AID 757 | GST-Rac1 beads, fluorescent GTP binding, flow cytometry; actives lie on both sides; 0 = cold GTP competed, 100 = untreated;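 active means GTP binding activity at least 20 points away from the 100% control level, either lower or higher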
Mcl1 Noxa PPI: Mcl-1/Noxa interaction inhibition; Q07820; inhibition, % at 21.7 µM; TR-FRET Mcl-1/Noxa peptide binding, 2 h; 220,000 compounds, 1.5% hits; AID 1022;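 active means compounds that cut the protein-peptide binding signal by more than 50% relative to plate controls in a single-dose test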;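 further: His-tagged Mcl-1 with rhodamine Noxa BH3 peptide and terbium anti-His antibody; 0% = Mcl-1 plus Noxa peptide wells and 100% = peptide-only wells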
Pf gametocyte: kills late stage P. falciparum gametocytes; inhibition, % at 10.9 µM; P. falciparum stage V gametocytes, ATP luminescence, 24 h; 150,000 compounds, 0.065% hits;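 active means inhibition above the mean plus 3 SD of compounds within the control limits, set per campaign, cut at about 38% in these data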;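 further: 0% = DMSO wells and 100% = medium only without gametocytes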
ABCB1 block: blocks JC-1 efflux by human ABCB1 transporter; P08183; CCRF-Adr cells, flow cytometry; inhibition, % at 6.6 µM; 190,000 compounds, 0.067% hits; AID 1326; in the data active means inhibition above about 40%;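 further: 0% = vehicle and 100% = reference inhibitor; higher value means more JC-1 retained so stronger ABCB1 efflux block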
Target sequence (P08183 whole entry, looked up): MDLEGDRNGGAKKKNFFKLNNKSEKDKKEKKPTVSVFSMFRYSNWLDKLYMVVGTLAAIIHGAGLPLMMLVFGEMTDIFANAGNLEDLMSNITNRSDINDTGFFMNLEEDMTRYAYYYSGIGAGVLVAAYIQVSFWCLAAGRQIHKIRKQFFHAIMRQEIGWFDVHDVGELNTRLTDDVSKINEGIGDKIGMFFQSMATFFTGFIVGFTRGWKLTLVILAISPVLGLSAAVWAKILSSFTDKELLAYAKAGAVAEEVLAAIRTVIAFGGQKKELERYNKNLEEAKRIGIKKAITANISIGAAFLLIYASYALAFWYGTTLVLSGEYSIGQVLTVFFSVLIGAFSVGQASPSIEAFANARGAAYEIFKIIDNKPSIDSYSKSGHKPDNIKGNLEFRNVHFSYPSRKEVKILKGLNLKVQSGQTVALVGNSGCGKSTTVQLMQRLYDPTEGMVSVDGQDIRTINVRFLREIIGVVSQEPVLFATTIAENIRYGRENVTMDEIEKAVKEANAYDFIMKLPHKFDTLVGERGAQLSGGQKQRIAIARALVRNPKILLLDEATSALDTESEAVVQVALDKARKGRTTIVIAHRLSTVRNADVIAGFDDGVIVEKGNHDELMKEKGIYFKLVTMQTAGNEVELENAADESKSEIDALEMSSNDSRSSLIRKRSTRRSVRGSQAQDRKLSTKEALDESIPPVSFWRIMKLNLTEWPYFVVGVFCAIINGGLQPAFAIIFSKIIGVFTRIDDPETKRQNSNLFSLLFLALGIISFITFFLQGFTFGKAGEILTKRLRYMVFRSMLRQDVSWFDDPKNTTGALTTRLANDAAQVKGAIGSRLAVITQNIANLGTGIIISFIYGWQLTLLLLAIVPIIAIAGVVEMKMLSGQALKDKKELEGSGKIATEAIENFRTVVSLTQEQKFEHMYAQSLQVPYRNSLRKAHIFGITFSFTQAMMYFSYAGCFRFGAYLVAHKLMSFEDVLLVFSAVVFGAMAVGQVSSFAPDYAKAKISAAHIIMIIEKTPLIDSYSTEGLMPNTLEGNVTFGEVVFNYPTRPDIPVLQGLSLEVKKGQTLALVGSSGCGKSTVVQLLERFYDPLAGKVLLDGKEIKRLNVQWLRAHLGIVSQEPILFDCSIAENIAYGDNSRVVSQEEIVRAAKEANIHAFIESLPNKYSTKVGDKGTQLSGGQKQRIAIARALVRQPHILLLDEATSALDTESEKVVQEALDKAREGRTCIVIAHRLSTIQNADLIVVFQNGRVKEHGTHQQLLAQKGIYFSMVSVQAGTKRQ
Rab2A wt mod: changes GTP binding to wildtype dog Rab2A, up or down | P61105 | GTP binding activity, % at 10 µM | 190,000 compounds, 0.19% hits | GST-Rab2 wt beads, Bodipy-GTP binding, flow cytometry;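 active means GTP binding activity at least 20 points away from 100%, either lowered or raised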;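 further: 0% = beads with excess unlabeled GTP and 100% = no-compound control corrected for plate trend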
Rac1 act GTP bind: alters GTP binding to activated mutant human Rac1 | P63000 | GST-Rac1 activated beads, fluorescent GTP binding, flow cytometry; actives lie on both sides; 100% means binding = to untreated wells | percent activity (GTP binding), % at 10 µM | 190,000 compounds, 0.11% hits | AID 764;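 active means GTP binding at least 20 percentage points away from the 100% baseline, in either direction, so actives lie on both sides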
Avidin bead fluor: compound fluoresces at 488/530 nm on avidin beads; compound fluorescence 488/530 nm, flow cytometry; stronger effect = higher value; fluorescence (KMESF) at 10 µM; 220,000 compounds, 0.38% hits; AID 1775; in the data active means fluorescence above about 47; further: inactives centre near 10
Cdc42 wt: changes GTP binding to wildtype human Cdc42; P60953; GST-Cdc42 beads, Bodipy-GTP binding, flow cytometry; actives lie on both sides; percent activity (GTP binding), % at 10 µM; 190,000 compounds, 0.2% hits;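 active means percent activity GTP binding at least 20 points away from the 100% baseline, either down as inhibitor or up as activator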;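 further: median bead fluorescence of bound Bodipy-FL-GTP at 100 nM; 0% = excess unlabeled GTP control and 100% = no compound control; below 100% means less GTP binding so inhibitor and above means activator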
HRas wt GTP bind: modulators of GTP binding to human HRas wildtype. P01112. GST-Ras wt beads, Bodipy-FL-GTP binding, flow cytometry; actives lie on both sides. GTP binding activity, % at 10 µM. 190,000 compounds, 0.14% hits. AID 759;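 active means GTP binding activity at least 20% away from the 100% baseline, either lowered as inhibitor or raised as activator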;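 further: 0% = unlabeled GTP competition control and 100% = no-compound control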
* = called active by the depositor; nt = not tested or not shown.

(1) COc1ccc([N+](=O)[O-])cc1NC(=O)C(C)N(C)Cc1cccc(OC)c1OC (stereo unspecified)
(2) COc1ccc(CCNC(N)=S)cc1OC
(3) S=c1[nH]cc(-c2ccccc2)n1-c1cccc(Cl)c1
(4) Cc1ccc(-c2cc(C(=O)O)c3cc(Br)ccc3n2)o1
(5) CCOC(=O)C1CCN(C(=O)c2ccc(Cl)c(S(=O)(=O)N3CCOCC3)c2)CC1
(6) COC(=O)c1[nH]c2ccccc2c1NC(=O)CCN1CCSCC1
Compound,1,2,3,4,5,6
Rab7 wt GTP bind,100,100,98,100,99,105
ABCG2 inh,40,1,1,-6,7,1
Rac1 wt modul,101,105,105,98,100,108
Mcl1 Noxa PPI,5,0,33,93*,10,-22
Pf gametocyte,-21,nt,0,nt,0,nt
ABCB1 block,9.8,-0.1,0.3,-1.1,1.5,0.2
Rab2A wt mod,97,100,101,95,100,100
Rac1 act GTP bind,96,101,101,95,100,101
Avidin bead fluor,8,3,6,4,11,10
Cdc42 wt,97,102,103,96,100,101
HRas wt GTP bind,98,104,98,100,100,99

(7) COc1ccc(Nc2ncnc3c2cnn3Cc2ccccc2)cc1OC
(8) O=C(Nc1cc(-c2nn(CC(=O)N3CCCCC3)c(=O)c3ccccc23)ccc1N1CCOCC1)c1ccc(Cl)cc1
(9) COC(=O)COc1ccc(S(=O)(=O)Nc2ccc(C(N)=O)cc2)cc1Cl
(10) COc1cc(OC)cc(C(=O)N[C@H](C(=O)OCC(=O)Nc2ccc(F)c(F)c2)C(C)C)c1
(11) Cc1nnc(Nc2ccc(C(=O)N3CCOCC3)cc2)c2ccccc12
(12) O=C(c1sc2cc([N+](=O)[O-])ccc2c1Cl)N1CCOCC1
Compound,7,8,9,10,11,12
Rab7 wt GTP bind,107,100,101,103,97,101
ABCG2 inh,1,3,1,41,9,6
Rac1 wt modul,109,104,101,103,96,106
Mcl1 Noxa PPI,-17,1,19,-1,7,7
Pf gametocyte,nt,14,nt,16,nt,-2
ABCB1 block,0.6,3.1,0.4,5.1,0.5,1.0
Rab2A wt mod,104,101,101,100,97,101
Rac1 act GTP bind,101,99,101,99,94,101
Avidin bead fluor,12,29,35,19,26,0
Cdc42 wt,102,103,102,98,99,99
HRas wt GTP bind,103,102,100,101,97,100

(13) CCCN1C(=O)S/C(=C\c2ccc(N3CCOCC3)o2)C1=O
(14) COCCn1c(=S)[nH]c2cc(C(=O)N3CCN(c4ccccc4OC)CC3)ccc2c1=O
(15) CCC(=O)Oc1ccc(NC(=O)CSCc2ccccc2)cc1
(16) N=C1/C(=C/c2cccs2)C(=O)N=C2SN=C(SCc3ccccc3)N12
(17) O=C(CN1CCN(C(=O)c2ccco2)CC1)Nc1ccccc1-c1ccccc1
(18) COc1ccccc1S(=O)(=O)Cc1ccc(C(=O)N2CCN(c3ccc(C)cc3)C(C)C2)o1 (stereo unspecified)
Compound,13,14,15,16,17,18
Rab7 wt GTP bind,95,102,95,99,101,100
ABCG2 inh,17,0,0,-1,1,6
Rac1 wt modul,99,104,97,99,101,105
Mcl1 Noxa PPI,-60,12,6,14,-4,10
Pf gametocyte,-3,nt,-13,-14,nt,nt
ABCB1 block,0.4,0.0,0.0,0.0,0.5,4.3
Rab2A wt mod,101,98,97,97,99,97
Rac1 act GTP bind,96,99,95,95,99,98
Avidin bead fluor,9,24,10,9,37,6
Cdc42 wt,95,103,102,99,99,100
HRas wt GTP bind,99,101,99,100,100,99

(19) COc1cc(/C=C/C(=O)O)cc(S(=O)(=O)N(CC(C)C)CC(C)C)c1OC
(20) CC1(C)CC(=O)c2sc(NC(=O)c3ccco3)nc2C1
(21) O=C(Nc1ccc2c(c1)C(=O)N(CC1CCCO1)C2=O)c1cccc(Br)c1 (stereo unspecified)
(22) Cc1ccc(S(=O)(=O)N2CCCN(S(=O)(=O)c3ccc4c(c3)OCCO4)CC2)cc1
(23) CCOC(=O)C1CCCN(C(=O)CNS(=O)(=O)c2ccc(Br)s2)C1 (stereo unspecified)
(24) Cn1c(N)c(C(=O)COC(=O)c2ccco2)c(=O)n(C)c1=O
Compound,19,20,21,22,23,24
Rab7 wt GTP bind,98,100,100,92,100,98
ABCG2 inh,0,7,49,1,2,0
Rac1 wt modul,98,105,105,99,108,98
Mcl1 Noxa PPI,0,25,4,-22,2,0
Pf gametocyte,0,nt,1,nt,nt,nt
ABCB1 block,-0.2,0.5,2.4,0.9,0.4,-0.1
Rab2A wt mod,95,100,100,100,103,98
Rac1 act GTP bind,97,99,98,101,100,96
Avidin bead fluor,25,7,15,10,28,9
Cdc42 wt,98,101,100,103,104,102
HRas wt GTP bind,94,100,98,100,104,101

Mcl1 Noxa PPI, what is marked active above
| no. | SMILES | Rab7 wt GTP bind | Rac1 wt modul | Mcl1 Noxa PPI | ABCB1 block | Rab2A wt mod | Rac1 act GTP bind | Avidin bead fluor | Cdc42 wt | HRas wt GTP bind |
| --- | --- | --- | --- | --- | --- | --- | --- | --- | --- | --- |
| 4 | Cc1ccc(-c2cc(C(=O)O)c3cc(Br)ccc3n2)o1 | 100 | 98 | 93* | -1.1 | 95 | 95 | 4 | 96 | 100 |

Remaining list, next part.
(25) CCOC(=O)C1(Cc2ccccc2)CCN(Cc2ccc3c(c2)OCCO3)CC1
(26) CCOC(=O)C(=O)Nc1cc(C(=O)OC)cc(C(=O)OC)c1
(27) Cc1cc2nc(-c3ccco3)cc(C(F)(F)F)n2n1
(28) CCn1c2ccccc2c2cc(NC(=O)COC(=O)C3CCC(=O)N3)ccc21 (stereo unspecified)
(29) O=c1cc(N2CCN(c3cccc(Cl)c3)CC2)[nH]c(=O)n1C1CCCCC1
(30) CCCCCc1ccc(OCCOCCn2c[n+](C)c3ccccc32)c(CCCCC)c1
Compound,25,26,27,28,29,30
Rab7 wt GTP bind,102,103,99,101,100,94
ABCG2 inh,1,9,2,8,2,6
Rac1 wt modul,97,97,106,107,107,100
Mcl1 Noxa PPI,13,0,1,19,-2,21
Pf gametocyte,-15,nt,nt,nt,nt,nt
ABCB1 block,1.4,0.3,0.2,-0.1,0.1,-2.1
Rab2A wt mod,98,96,101,100,100,100
Rac1 act GTP bind,97,92,100,100,100,98
Avidin bead fluor,10,12,6,9,15,8
Cdc42 wt,97,95,100,104,105,96
HRas wt GTP bind,98,97,100,100,102,99

(31) O=C(c1cc(-c2ccccn2)nc2ccc(Br)cc12)N1CCc2ccccc2C1
(32) COc1cc(/C=C2/SC(=Nc3ccc(O)cc3)NC2=O)cc(OC)c1O
(33) Cc1cc2c(c(=O)n1CCN(C)C)C(c1ccccc1Br)C(C#N)=C(N)O2 (stereo unspecified)
(34) CCSc1nc2c(c(=O)[nH]c(=O)n2C)n1Cc1ccc(Cl)cc1
(35) O=C(CCN1CCN(CCO)CC1)Nc1ccc(C2CCCC2)cc1
(36) COc1ccc(-c2ccn(-c3cccc(F)n3)n2)cc1
Compound,31,32,33,34,35,36
Rab7 wt GTP bind,95,86,99,99,97,97
ABCG2 inh,2,0,0,10,-2,4
Rac1 wt modul,92,59*,100,110,100,97
Mcl1 Noxa PPI,nt,51*,0,5,4,23
Pf gametocyte,nt,-12,nt,13,1,1
ABCB1 block,1.3,-0.1,-0.4,0.9,-0.1,0.7
Rab2A wt mod,93,70*,99,99,97,95
Rac1 act GTP bind,93,79*,98,100,97,94
Avidin bead fluor,11,5,3,10,9,8
Cdc42 wt,94,69*,100,99,96,94
HRas wt GTP bind,95,74*,101,102,98,95

(37) COCCNC(=O)c1ccccc1N(Cc1ccccc1)S(=O)(=O)c1ccc(C)cc1
(38) COC(=O)C(CCSC)NS(=O)(=O)c1ccc(Cl)cc1 (stereo unspecified)
(39) CCOCc1nnc(NC(=O)c2cccs2)s1
(40) CC(C)NC(=O)COC(=O)/C=C/c1ccco1
(41) Cc1ccc2cc(COC(=O)c3ccco3)c(=O)[nH]c2c1
(42) Cc1nnc(SCC(=O)NCC(=O)Nc2ccc(F)c(F)c2F)n1Cc1ccccc1
Compound,37,38,39,40,41,42
Rab7 wt GTP bind,102,105,97,103,103,91
ABCG2 inh,1,0,0,0,28,2
Rac1 wt modul,95,98,92,106,101,96
Mcl1 Noxa PPI,-8,-10,10,24,-9,7
Pf gametocyte,12,20,nt,16,nt,8
ABCB1 block,0.3,0.1,0.0,0.1,-0.2,0.5
Rab2A wt mod,95,100,96,100,100,97
Rac1 act GTP bind,94,97,95,102,99,96
Avidin bead fluor,21,22,17,2,13,10
Cdc42 wt,93,96,95,102,98,96
HRas wt GTP bind,97,99,96,103,98,95

(43) C/C(Cl)=C/Cn1c(SC(C)C)nc2c1c(=O)[nH]c(=O)n2C
(44) COc1ccc(C2C(C(C)=O)=C(Nc3ccccc3)CC(C)(O)C2C(C)=O)cc1OC (stereo unspecified)
(45) CC1CCCC(n2c(=S)[nH]c3ccccc3c2=O)C1C (stereo unspecified)
(46) CC1CCN(CC(=O)N2c3ccccc3CC2C)CC1 (stereo unspecified)
Compound,43,44,45,46
Rab7 wt GTP bind,101,103,95,102
ABCG2 inh,3,0,2,2
Rac1 wt modul,95,102,91,101
Mcl1 Noxa PPI,-4,-3,13,8
Pf gametocyte,nt,nt,nt,nt
ABCB1 block,0.5,0.3,0.8,0.4
Rab2A wt mod,95,101,92,100
Rac1 act GTP bind,96,98,91,98
Avidin bead fluor,25,6,36,5
Cdc42 wt,96,102,94,98
HRas wt GTP bind,97,102,95,100

Copied from the list.
Cdc42 wt result of COc1ccc(C2C(C(C)=O)=C(Nc3ccccc3)CC(C)(O)C2C(C)=O)cc1OC (stereo unspecified) = 102
ABCG2 inh result of C/C(Cl)=C/Cn1c(SC(C)C)nc2c1c(=O)[nH]c(=O)n2C = 3
HRas wt GTP bind result of CC1CCN(CC(=O)N2c3ccccc3CC2C)CC1 (stereo unspecified) = 100
